Rv3671c inh = inhibits the M. tuberculosis serine protease Rv3671c; P9WHR9; inhibition, % at 5.96 µM; 320,000 tested, 0.048% active; in the data active = inhibition above about 38%;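 note: extracellular domain of Rv3671c used as enzyme; 0% = enzyme with DMSO and 100% = no enzyme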
Target sequence (P9WHR9 whole entry, looked up, the tested form may be a part): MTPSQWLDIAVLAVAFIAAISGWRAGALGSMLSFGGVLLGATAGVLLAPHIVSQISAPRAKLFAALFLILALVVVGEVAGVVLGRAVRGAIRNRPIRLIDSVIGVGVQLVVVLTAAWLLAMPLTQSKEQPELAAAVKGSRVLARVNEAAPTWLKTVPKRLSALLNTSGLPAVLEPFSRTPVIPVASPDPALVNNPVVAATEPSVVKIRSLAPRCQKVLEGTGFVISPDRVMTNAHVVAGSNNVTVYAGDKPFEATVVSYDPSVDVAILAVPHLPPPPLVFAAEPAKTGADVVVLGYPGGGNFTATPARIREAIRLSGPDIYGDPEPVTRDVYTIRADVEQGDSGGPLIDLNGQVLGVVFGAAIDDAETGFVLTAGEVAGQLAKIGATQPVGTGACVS
GDH-TPI inh = GDH-TPI coupled enzyme inhibition counter-screen; GDH-TPI coupled enzyme counterscreen, NADH absorbance; inhibition, % at 4.8 µM; 360,000 tested, 1.2% active; AID 588335; in the data active = inhibition above about 30%;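 note: 0% = DMSO wells and 100% = wells lacking the enzyme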
FadD28 binding = M. tuberculosis FadD28 bisubstrate binding inhibition | FadD28 bisubstrate probe binding, fluorescence polarization | inhibition, % at 12.5 µM | 360,000 tested, 0.22% active; in the data active = inhibition above about 8.5%, passing the limit was not always enough; inconclusive = no clear call, values can overlap the other calls
BioA inh = blocks M. tuberculosis BioA enzyme activity. purified M. tuberculosis BioA enzyme, plate reader. inhibition, % at 9.99 µM. 360,000 tested, 0.096% active; in the data active = inhibition above about 40%; inconclusive = no clear call, values can overlap the other calls
UGM FP inh = inhibitors of M. tuberculosis UDP-galactopyranose mutase; purified UGM, fluorescence polarization probe displacement; 320,000 tested, 0.06% active; P9WIQ1; AID 504406; inhibition, % at 10 µM; in the data active = inhibition above about 10%, passing the limit was not always enough; inconclusive = no clear call, values can overlap the other calls
FBA Mtb inh = inhibitors of M. tuberculosis fructose-bisphosphate aldolase. inhibition, % at 1 µM. purified M. tuberculosis FBA, fluorescence read-out. 360,000 tested, 2.3% active. P9WQA3; in the data active = inhibition above about 27%;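 note: 0% = vehicle and 100% = reference inhibitor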
Target sequence (P9WQA3 whole entry, looked up): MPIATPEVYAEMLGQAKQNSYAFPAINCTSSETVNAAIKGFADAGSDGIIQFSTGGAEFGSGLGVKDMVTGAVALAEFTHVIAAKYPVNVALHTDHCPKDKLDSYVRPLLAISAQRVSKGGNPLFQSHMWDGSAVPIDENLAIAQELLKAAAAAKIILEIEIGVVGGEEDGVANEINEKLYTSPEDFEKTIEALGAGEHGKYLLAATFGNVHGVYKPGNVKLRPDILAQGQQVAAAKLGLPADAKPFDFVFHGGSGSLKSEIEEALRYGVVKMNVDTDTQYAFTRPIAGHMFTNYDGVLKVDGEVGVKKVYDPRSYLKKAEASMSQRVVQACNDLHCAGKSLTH
PrPC surface inh = cell surface PrPC inhibition, primary TR-FRET screen. P04156. TR-FRET read-out. inhibition, % at 13.8 µM. 370,000 tested, 0.43% active. AID 720596; in the data active = inhibition above about 24%; note: 0% = median of the test wells and 100% = reference compound wells
MazEF act = MazEF (E. coli) toxin RNase activation; P0AE70; FAM/BHQ RNA-DNA oligo cleavage fluorescence, 5 h; activation, % at 20 µM; 350,000 tested, 0.32% active; in the data active = activation above about 50%
Target sequence (P0AE70 whole entry, looked up): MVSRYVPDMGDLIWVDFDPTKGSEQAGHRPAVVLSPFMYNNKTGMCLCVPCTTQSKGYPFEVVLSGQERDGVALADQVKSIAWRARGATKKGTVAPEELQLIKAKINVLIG
BoNT-F LC inh = BoNT F light chain protease inhibition | Multiplex microsphere protease cleavage assay, flow cytometry | 360,000 tested, 0.22% active | inhibition, % at 10 µM; in the data active = inhibition above about 35%, passing the limit was not always enough; inconclusive = no clear call, values can overlap the other calls; note: plate controls were buffer without enzyme for full effect and enzyme alone for no effect
The depositor's hits bear a star; ? = inconclusive; · = not tested or not shown.

SMILES | Rv3671c inh | GDH-TPI inh | FadD28 binding | BioA inh | UGM FP inh | FBA Mtb inh | PrPC surface inh | MazEF act | BoNT-F LC inh
CCc1ccc(NC(=O)C2CCN(S(=O)(=O)c3c(C)noc3/C=C/N(C)C)CC2)cc1 | -22 | 24 | 1.5 | -1.3 | -1.5 | -4 | 1 | 6 | -10
COc1ccccc1-c1cc(NC=O)c2ncc(-c3cccc(C(C)=O)c3)n2c1 | · | 11 | -2.6 | -0.9 | · | 3 | 0 | · | -7
COc1ccc(Cn2cnc3sccc3c2=O)cc1 | 5 | 19 | -0.8 | · | 3.1 | 0 | -1 | 5 | -2
Cc1nn(CC(=O)NCc2cccs2)c(=O)c2nn(-c3ccccc3)c(C)c12 | 4 | -5 | -3.0 | 6.1 | 1.5 | -3 | -2 | 14 | 3
NC(=NCCc1c[nH]c2ccccc12)NS(=O)(=O)c1ccc(F)cc1 | 5 | -1 | -1.4 | · | 1.4 | -1 | -1 | 4 | -1
COc1ccc(-c2cc(=O)oc3cc(OCC(=O)NCC(O)c4ccccc4)ccc23)cc1 (stereo unspecified) | -4 | 11 | 0.7 | -1.9 | 0.0 | 5 | -1 | 5 | -8
CCOC(=O)N1CCN(C(=O)CCSCCc2ccncc2)CC1 | 10 | 13 | 0.0 | -2.5 | -1.2 | 2 | 5 | -2 | 0
CC(=O)N1CCN(S(=O)(=O)c2cccc(C(=O)NC3CCCC(C)C3C)c2)CC1 (stereo unspecified) | · | 4 | 0.4 | 0.2 | · | 1 | 6 | 10 | 3
COc1ccc(N(CC(=O)Nc2c(C)n(C)n(-c3ccccc3)c2=O)S(=O)(=O)c2ccc(F)cc2)cc1 | 2 | 6 | -3.3 | · | 4.3 | -7 | -4 | -15 | 0
Cc1ccc(S(=O)(=O)N2CCOCC2)cc1NC(=O)COC(=O)CCC(=O)c1cccs1 | -2 | -1 | 0.5 | 2.2 | 1.3 | -2 | 6 | 6 | -5
COc1ccc(C(=O)Nc2cccc(N(C)S(C)(=O)=O)c2)cc1OC | -1 | 5 | -1.6 | 1.2 | 1.6 | -1 | 10 | 4 | -9
O=C(c1ccc([N+](=O)[O-])o1)N1CCc2ccccc2C1 | 2 | 8 | -1.4 | · | -1.8 | -2 | -24 | 3 | 4
Cc1ccc(C(=O)NCc2ccc3c(c2)CCO3)cc1C | 8 | 25 | 0.4 | · | -0.5 | -3 | -3 | -3 | ?
CC(=O)c1ccc(N2CCC(c3cc(-c4ccc(Cl)cc4)n[nH]3)CC2)c([N+](=O)[O-])c1 | -33 | 8 | -2.4 | · | 2.7 | -4 | · | 11 | -17
O=C(Nc1ccnn1C1CCN(C/C=C/c2ccccc2)CC1)c1ccccc1Cl | 2 | 1 | -3.1 | 4.2 | -2.7 | -1 | -8 | -6 | -411
CCN(CC)c1cc2nonc2c2nonc12 | 4 | 16 | -3.0 | -3.1 | -0.6 | -6 | 8 | -7 | -4
C/C(CS(=O)(=O)c1ccc(Cl)c(Cl)c1)=N/NC(N)=S | -2 | -7 | -4.4 | · | 0.8 | -1 | 2 | 3 | -1
O=C(O)C1C2c3ccccc3C(c3ccccc32)C1C(=O)Nc1ccccc1 (stereo unspecified) | -7 | 4 | 1.0 | -0.4 | 5.2 | 0 | 1 | -5 | -8
COc1ccc([C@@H]2C[C@@H](c3ccccc3)Oc3cc(C)cc(C)c32)cc1 | · | 14 | -4.2 | -0.2 | · | -4 | -5 | 4 | -1
CC(C)(C)OC(=O)N1CCC(CC2CC(c3ccccc3)=NO2)(C(=O)O)CC1 (stereo unspecified) | -2 | 10 | 0.3 | -0.4 | 0.4 | 4 | 0 | 12 | -3
CCCCn1c(N)c(N(CCOC)C(=O)COc2ccc(Cl)cc2)c(=O)[nH]c1=O | -7 | 4 | 0.1 | -1.4 | 1.4 | 0 | 0 | -2 | 0
CCOC(=O)CNC(=O)c1ccc(SCC)cc1 | 7 | -2 | -3.4 | 0.3 | -3.7 | -1 | -1 | -16 | 1
CCN1CCN(c2ccc(N)cc2C)CC1 | 4 | 1 | -1.7 | · | -0.7 | -1 | -6 | 1 | -52
CCOC(=O)C1(C)CCN1C(=O)c1ccccc1OC (stereo unspecified) | · | 2 | 0.1 | 0.0 | · | -1 | 5 | · | 3
CCn1c(=S)sc2c(=O)[nH]c(SCC(=O)Nc3cc(OC)ccc3OC)nc21 | -2 | 34* | -1.6 | 14 | -4.2 | -2 | 4 | 9 | 12
O=C(NCc1cccs1)c1ccccc1[N+](=O)[O-] | -4 | -4 | -2.7 | · | -1.0 | 2 | -10 | -12 | -6
CN1/C(=C\C(=O)Nc2ccc(F)cc2)C(C)(C)c2ccccc21 | 12 | 31 | -0.7 | · | 3.5 | -2 | 8 | 3 | 0
O=C(CNC(=O)c1ccccc1)NC1(C(=O)NC2CCCC2)CCCCC1 | -1 | 14 | -0.9 | · | -2.4 | -2 | -1 | 4 | -1
Cc1cccc(-c2nc(=S)c3c(n2Cc2ccco2)CCCC3)c1 | 2 | 3 | -1.3 | · | -1.7 | 4 | -8 | 2 | 1
CC1(C)CC2C1CCC1(O)CC2(C)CCC1N(O)c1ccc(C(=O)NCCO)cn1 (stereo unspecified) | -7 | 4 | -1.9 | -2.8 | 4.2 | 5 | 4 | -12 | -10
Cc1ccc(-c2cc(C(=O)Nc3nccs3)c3ccccc3n2)o1 | -5 | 11 | -5.5 | 0.4 | 0.5 | -2 | -2 | 5 | -1
COc1ccc(CCNC(=O)CSCC(=O)Nc2cc(S(C)(=O)=O)ccc2Cl)cc1 | -3 | 7 | 0.5 | -0.2 | 1.1 | 1 | -3 | 0 | -2
COCC(=O)N(C)C[C@H]1N[C@@](C)(C(=O)OC)[C@H]2C(=O)N(Cc3ccccc3)C(=O)[C@@H]12 | 3 | -5 | -1.5 | -0.6 | · | 1 | 6 | 0 | 2
O=C(NNC(=S)Nc1ccccc1)c1ccc2ncccc2c1 | 2 | 6 | -0.5 | · | -1.4 | -3 | -5 | -3 | 7
O=C(Nc1nnc([C@H]2C[C@H](O)[C@@H](CO)O2)s1)Nc1cccc2c1CCCC2 | · | 2 | 0.1 | 0.2 | · | 0 | 8 | · | -4
O=C(NC(NC(=S)Nc1c(Cl)cccc1Cl)C(Cl)(Cl)Cl)OCc1ccccc1 (stereo unspecified) | -102 | 2 | ? | · | · | -1 | -4 | 43 | -4
CC(C)(C)OC(=O)N1CCC[C@H]1c1nnc(SCC(=O)Nc2cccc(Cl)c2)o1 | -1 | 0 | -3.7 | · | 4.4 | -4 | 9 | 4 | ?
COC(=O)c1cc(=O)nc(NN=C2c3ccccc3-c3ccccc32)s1 | · | · | 0.8 | 0.3 | · | -4 | 1 | · | -1
O=C(COc1ccc(Br)cc1)NNC(=O)Cc1ccc(S(=O)(=O)N2CCOCC2)s1 | · | 0 | -0.7 | -1.2 | · | 3 | 2 | 3 | -4
O=C(NCc1ccco1)C1CCCN(S(=O)(=O)c2cc(Cl)ccc2Cl)C1 (stereo unspecified) | -1 | 4 | -1.0 | 0.8 | 1.9 | 2 | -3 | 0 | 0

One compound at a time, from the list above. Order of screens: Rv3671c inh	GDH-TPI inh	FadD28 binding	BioA inh	UGM FP inh	FBA Mtb inh	PrPC surface inh	MazEF act	BoNT-F LC inh
O=C(COc1ccc(Br)cc1)NNC(=O)Cc1ccc(S(=O)(=O)N2CCOCC2)s1 is listed with ·	0	-0.7	-1.2	·	3	2	3	-4
COCC(=O)N(C)C[C@H]1N[C@@](C)(C(=O)OC)[C@H]2C(=O)N(Cc3ccccc3)C(=O)[C@@H]12 is listed with 3	-5	-1.5	-0.6	·	1	6	0	2

Next section:
SMILES | Rv3671c inh | GDH-TPI inh | FadD28 binding | BioA inh | UGM FP inh | FBA Mtb inh | PrPC surface inh | MazEF act | BoNT-F LC inh
COc1cc(C(CCN2CCOCC2)c2c(OC)cc(OC)c3c(-c4ccccc4)cc(=O)oc23)cc(OC)c1OC (stereo unspecified) | · | -1 | -3.6 | -0.3 | · | 2 | -14 | 10 | -4
O=C(Nc1ccc(C(=O)N2CCCC2)cc1)Nc1ccc(Cl)cc1Cl | -8 | 3 | 0.7 | · | -1.7 | 1 | 5 | 8 | -4
O=C(COC(=O)C1CC(=O)N(c2nc(-c3ccccc3)cs2)C1)c1ccccc1 (stereo unspecified) | -23 | 4 | 0.8 | -0.2 | 0.2 | -1 | -1 | -4 | 5
COC(=O)c1ccc(-n2c(C)cc(/C=N/n3cnnc3)c2C)cc1 | -3 | 15 | -1.6 | 0.4 | 2.4 | 2 | -2 | 5 | 0
CCOC(=O)c1sc(C)c2c1NC(C)(c1cccc3ccccc13)NC2=O (stereo unspecified) | -7 | -3 | -1.9 | 0.9 | 2.1 | 25 | 1 | -5 | -10
CCOc1ccc2[nH]cc(C(=O)N3CCN(C4CCCCC4)CC3)c(=O)c2c1 | -1 | 10 | 0.3 | 1.0 | -0.8 | 7 | 5 | -1 | -7
COc1cc(/C=C/C(=O)OCc2cn3cc(Cl)ccc3n2)ccc1O | -7 | 20 | -2.0 | · | 0.0 | 8 | -14 | -16 | -2
Cc1ccc(C)c(SCC(=O)OCC(=O)Nc2ccc(S(=O)(=O)N3CCOCC3)cc2)c1 | -12 | 2 | 0.1 | 1.4 | -1.6 | 0 | 7 | 7 | -2
Cc1cc(C)c(S(=O)(=O)NCc2ccncc2)c(C)c1 | -3 | 5 | -1.1 | -0.7 | 0.9 | -3 | 40* | 6 | 23
COc1ccc(/C=N/c2oc(-c3ccccc3)cc2C#N)cc1OC | 0 | 2 | -0.4 | -2.9 | 0.2 | 48* | -2 | 2 | -5
OC(COc1ccc2ccccc2c1Br)Cn1cnc(-c2ccccc2)c1 (stereo unspecified) | -20 | 6 | -2.6 | -0.8 | 2.6 | -1 | 65* | -8 | 12
CCOc1ccc(C(=O)NCC(c2cccs2)N2CCOCC2)cc1 (stereo unspecified) | 1 | -4 | -4.9 | -0.4 | 0.6 | 1 | 2 | 4 | 0
COCCNC(=O)C(c1ccc(O)cc1)N(C(=O)CCC(=O)Nc1nccs1)c1cccc(C)c1 (stereo unspecified) | 14 | -5 | -0.6 | · | -1.6 | 9 | -2 | 8 | 0
CN(C)CCCCOc1ccc(F)cc1 | -1 | 2 | -3.5 | · | 1.5 | -3 | 0 | -1 | 1
COc1ccc([C@H]2CC(=O)C=C(c3cccc(OC)c3)C2)cc1 | 0 | 5 | -2.5 | 1.0 | 0.2 | -1 | -11 | -5 | -1

Of the compounds above, these contain a thiophene ring, fused or not.
SMILES | Rv3671c inh | GDH-TPI inh | FadD28 binding | BioA inh | UGM FP inh | FBA Mtb inh | PrPC surface inh | MazEF act | BoNT-F LC inh
COc1ccc(Cn2cnc3sccc3c2=O)cc1 | 5 | 19 | -0.8 | · | 3.1 | 0 | -1 | 5 | -2
Cc1nn(CC(=O)NCc2cccs2)c(=O)c2nn(-c3ccccc3)c(C)c12 | 4 | -5 | -3.0 | 6.1 | 1.5 | -3 | -2 | 14 | 3
Cc1ccc(S(=O)(=O)N2CCOCC2)cc1NC(=O)COC(=O)CCC(=O)c1cccs1 | -2 | -1 | 0.5 | 2.2 | 1.3 | -2 | 6 | 6 | -5
O=C(NCc1cccs1)c1ccccc1[N+](=O)[O-] | -4 | -4 | -2.7 | · | -1.0 | 2 | -10 | -12 | -6
O=C(COc1ccc(Br)cc1)NNC(=O)Cc1ccc(S(=O)(=O)N2CCOCC2)s1 | · | 0 | -0.7 | -1.2 | · | 3 | 2 | 3 | -4
CCOC(=O)c1sc(C)c2c1NC(C)(c1cccc3ccccc13)NC2=O (stereo unspecified) | -7 | -3 | -1.9 | 0.9 | 2.1 | 25 | 1 | -5 | -10
CCOc1ccc(C(=O)NCC(c2cccs2)N2CCOCC2)cc1 (stereo unspecified) | 1 | -4 | -4.9 | -0.4 | 0.6 | 1 | 2 | 4 | 0
